NSD2 block = NSD2 (human) methyltransferase inhibition | O96028 | NSD2-SET H3K36me1 DELFIA fluorescence, biochemical | inhibition, % at 12.5 µM | actives 0.07% (n = 44,000) | AID 624260; in the data active means inhibition above about 54%, passing the limit was not always enough;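 further: inhibitors reduce the monomethyl H3K36 fluorescence signal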
Active calls of the source: *. Not all compounds are listed; rates above refer to the full screens.

# | NSD2 block | SMILES
1 | -3 | COc1ccccc1-c1cnc2c(c1)C(=O)N([C@@H](C)CO)C[C@H](C)[C@@H](CN(C)Cc1cccnc1)O2
2 | -3 | C[C@H]1CN([C@@H](C)CO)C(=O)c2cc(NC(=O)Cc3ccccc3)ccc2O[C@H]1CN(C)Cc1ccc(C(=O)O)cc1
3 | -233 | C[C@@H]1CN([C@H](C)CO)C(=O)c2cc(-c3ccc(F)cc3)cnc2O[C@H]1CN(C)Cc1ccc(C(=O)O)cc1
4 | 4 | C[C@H](CO)N1C[C@H](C)[C@@H](CN(C)S(=O)(=O)c2ccc(Cl)cc2)Oc2ccc(NC(=O)Cc3cn(C)c4ccccc34)cc2C1=O
5 | -1 | O=C(C1=C[C@H](c2ccc3c(c2)Cc2ccccc2-3)C[C@H](OCc2ccc(CO)cc2)O1)N1CCCCC1
6 | -5 | C[C@H](CO)N1C[C@H](C)[C@H](CN(C)C(=O)Nc2ccc3c(c2)OCO3)Oc2ncc(C#Cc3cccc(F)c3)cc2C1=O
7 | 3 | COc1ccc(NC=O)c(CS(=O)(=O)c2ccc(C)cc2)n1
8 | 10 | C/C=C/c1ccc2c(c1)O[C@H](CNC)[C@@H](C)CN([C@H](C)CO)S2(=O)=O
9 | 0 | C[C@@H]1CN([C@@H](C)CO)C(=O)c2cc(-c3ccc(C#N)cc3)cnc2O[C@@H]1CN(C)C(=O)c1cccnc1
10 | -1 | C[C@@H]1CCCCO[C@H](CN(C)Cc2ccccc2)[C@H](C)CN([C@H](C)CO)C(=O)c2cc(NS(=O)(=O)c3cccs3)ccc2O1
11 | -4 | C[C@@H]1CCCCO[C@H](CN(C)C)[C@@H](C)CN([C@@H](C)CO)C(=O)c2cc(NC(=O)C3CCCCC3)ccc2O1
12 | 1 | CN(C)c1ccc2c(c1)[C@@H]1C[C@H](CC(=O)N3CCc4ccccc4C3)O[C@H](CO)[C@@H]1O2
13 | 3 | C[C@@H]1CN([C@H](C)CO)C(=O)c2cc(Br)cnc2O[C@@H]1CN(C)S(=O)(=O)c1ccc(F)cc1
14 | 2 | O=C(N/N=C/c1cccc(Oc2ccccc2)c1)c1ccccn1
15 | 0 | C[C@H](CO)N1C[C@H](C)[C@H](CN(C)Cc2ccc(Cl)c(Cl)c2)Oc2ccc(NC(=O)Cn3cnnn3)cc2C1=O
16 | 2 | CNC[C@H]1Oc2ccc(NC(=O)C3CC3)cc2C(=O)N([C@@H](C)CO)C[C@@H]1C
17 | -1 | Cc1noc(C)c1NC(=O)N(C)C[C@@H]1Oc2c(NC(=O)c3ccc(-c4nccs4)cc3)cccc2C(=O)N([C@@H](C)CO)C[C@H]1C
18 | -1 | C[C@H](CO)N1C[C@H](C)[C@@H](CN(C)C(=O)Cc2cccnc2)Oc2ncc(C#CCc3ccccc3)cc2C1=O
19 | 6 | C[C@@H]1CN([C@@H](C)CO)C(=O)c2cc(C#CC3(O)CCCC3)cnc2O[C@@H]1CN(C)Cc1ccccn1
20 | -6 | CCCC#Cc1ccc2c(c1)O[C@H](CN(C)C(=O)COC)[C@H](C)CN([C@H](C)CO)S2(=O)=O
21 | -4 | C=CCOC(=O)[C@H]1[C@@H]2C(=O)O[C@@H](c3ccccc3)[C@@H](c3ccccc3)N2[C@@H](c2ccc(OCCOC(=O)[C@@H]3C[C@@H]4C(=O)N[C@@H](CC(C)C)C(=O)N4[C@@H]3c3ccc(O)cc3)cc2)[C@]12C(=O)Nc1ccc(I)cc12
22 | -3 | COc1ccc(S(=O)(=O)Nc2ccc3c(c2)CC(=O)N([C@H](C)CO)C[C@@H](C)[C@@H](CN(C)C(=O)Nc2c(C)noc2C)O3)cc1
23 | -3 | C[C@@H]1CCCCO[C@H](CN(C)C(=O)CCCN(C)C)[C@@H](C)CN([C@H](C)CO)C(=O)c2cc(NC(=O)Nc3ccc(F)cc3)ccc2O1
24 | -1 | O=C(C[C@@H]1C[C@H]2c3cc(NS(=O)(=O)c4ccccc4)ccc3O[C@H]2[C@H](CO)O1)NC1CCCC1

Reprinted: nos. 5 to 21
# | NSD2 block | SMILES
5 | -1 | O=C(C1=C[C@H](c2ccc3c(c2)Cc2ccccc2-3)C[C@H](OCc2ccc(CO)cc2)O1)N1CCCCC1
6 | -5 | C[C@H](CO)N1C[C@H](C)[C@H](CN(C)C(=O)Nc2ccc3c(c2)OCO3)Oc2ncc(C#Cc3cccc(F)c3)cc2C1=O
7 | 3 | COc1ccc(NC=O)c(CS(=O)(=O)c2ccc(C)cc2)n1
8 | 10 | C/C=C/c1ccc2c(c1)O[C@H](CNC)[C@@H](C)CN([C@H](C)CO)S2(=O)=O
9 | 0 | C[C@@H]1CN([C@@H](C)CO)C(=O)c2cc(-c3ccc(C#N)cc3)cnc2O[C@@H]1CN(C)C(=O)c1cccnc1
10 | -1 | C[C@@H]1CCCCO[C@H](CN(C)Cc2ccccc2)[C@H](C)CN([C@H](C)CO)C(=O)c2cc(NS(=O)(=O)c3cccs3)ccc2O1
11 | -4 | C[C@@H]1CCCCO[C@H](CN(C)C)[C@@H](C)CN([C@@H](C)CO)C(=O)c2cc(NC(=O)C3CCCCC3)ccc2O1
12 | 1 | CN(C)c1ccc2c(c1)[C@@H]1C[C@H](CC(=O)N3CCc4ccccc4C3)O[C@H](CO)[C@@H]1O2
13 | 3 | C[C@@H]1CN([C@H](C)CO)C(=O)c2cc(Br)cnc2O[C@@H]1CN(C)S(=O)(=O)c1ccc(F)cc1
14 | 2 | O=C(N/N=C/c1cccc(Oc2ccccc2)c1)c1ccccn1
15 | 0 | C[C@H](CO)N1C[C@H](C)[C@H](CN(C)Cc2ccc(Cl)c(Cl)c2)Oc2ccc(NC(=O)Cn3cnnn3)cc2C1=O
16 | 2 | CNC[C@H]1Oc2ccc(NC(=O)C3CC3)cc2C(=O)N([C@@H](C)CO)C[C@@H]1C
17 | -1 | Cc1noc(C)c1NC(=O)N(C)C[C@@H]1Oc2c(NC(=O)c3ccc(-c4nccs4)cc3)cccc2C(=O)N([C@@H](C)CO)C[C@H]1C
18 | -1 | C[C@H](CO)N1C[C@H](C)[C@@H](CN(C)C(=O)Cc2cccnc2)Oc2ncc(C#CCc3ccccc3)cc2C1=O
19 | 6 | C[C@@H]1CN([C@@H](C)CO)C(=O)c2cc(C#CC3(O)CCCC3)cnc2O[C@@H]1CN(C)Cc1ccccn1
20 | -6 | CCCC#Cc1ccc2c(c1)O[C@H](CN(C)C(=O)COC)[C@H](C)CN([C@H](C)CO)S2(=O)=O
21 | -4 | C=CCOC(=O)[C@H]1[C@@H]2C(=O)O[C@@H](c3ccccc3)[C@@H](c3ccccc3)N2[C@@H](c2ccc(OCCOC(=O)[C@@H]3C[C@@H]4C(=O)N[C@@H](CC(C)C)C(=O)N4[C@@H]3c3ccc(O)cc3)cc2)[C@]12C(=O)Nc1ccc(I)cc12

Among those listed so far, 3 contain an aryl methoxy group.
# | NSD2 block | SMILES
1 | -3 | COc1ccccc1-c1cnc2c(c1)C(=O)N([C@@H](C)CO)C[C@H](C)[C@@H](CN(C)Cc1cccnc1)O2
7 | 3 | COc1ccc(NC=O)c(CS(=O)(=O)c2ccc(C)cc2)n1
22 | -3 | COc1ccc(S(=O)(=O)Nc2ccc3c(c2)CC(=O)N([C@H](C)CO)C[C@@H](C)[C@@H](CN(C)C(=O)Nc2c(C)noc2C)O3)cc1

Following part.
# | NSD2 block | SMILES
25 | -5 | C[C@@H]1CN([C@@H](C)CO)S(=O)(=O)c2ccc(C3=CCCCC3)cc2O[C@@H]1CN(C)C(=O)c1ccc(F)cc1
26 | 4 | C[C@H]1CN([C@@H](C)CO)C(=O)Cc2cc(NS(=O)(=O)c3cccs3)ccc2O[C@@H]1CN(C)S(=O)(=O)c1ccc(Cl)cc1
27 | 6 | C[C@@H]1CCCCO[C@H](CN(C)Cc2ccc(Cl)c(Cl)c2)[C@@H](C)CN([C@@H](C)CO)C(=O)c2cc(NS(=O)(=O)c3ccc(Cl)cc3)ccc2O1
28 | -2 | C[C@@H]1CN([C@H](C)CO)C(=O)c2cccc(NS(=O)(=O)c3ccc(Cl)cc3)c2O[C@@H]1CN(C)S(=O)(=O)c1cn(C)cn1
29 | -2 | C[C@@H]1CN([C@H](C)CO)C(=O)c2cc(NC(=O)Cc3ccccc3)ccc2O[C@@H](C)CCCCO[C@@H]1CN(C)C(=O)C1CCCCC1
30 | 2 | Cc1ccc(S(=O)(=O)N(C)C[C@@H]2Oc3c(cccc3N(C)C)C(=O)N([C@@H](C)CO)C[C@H]2C)cc1
31 | 2 | C[C@H](CO)N1C[C@H](C)[C@@H](CN(C)CC2CC2)Oc2c(NS(=O)(=O)c3ccccc3)cccc2C1=O
32 | 2 | C[C@H](CO)N1C[C@H](C)[C@H](CN(C)C(=O)NC2CCCCC2)Oc2ccc(NC(=O)CCN3CCOCC3)cc2C1=O
33 | 7 | COc1ccc(NC(=O)N(C)C[C@H]2Oc3ccc(NC(=O)Nc4ccccc4)cc3CC(=O)N([C@@H](C)CO)C[C@@H]2C)cc1
34 | 4 | C[C@@H](O)C#Cc1cnc2c(c1)C(=O)N([C@@H](C)CO)C[C@H](C)[C@H](CN(C)Cc1ccc(-c3ccccc3)cc1)O2
35 | 0 | C[C@H](CO)N1C[C@H](C)[C@H](CN(C)Cc2ccc3c(c2)OCO3)OCc2cn(nn2)CCCC1=O
36 | 0 | COc1ccc(CNC(=O)C[C@H]2C[C@H]3c4cc(NC(=O)CN(C)C)ccc4O[C@H]3[C@H](CO)O2)cc1
37 | -1 | C[C@@H]1CN([C@H](C)CO)C(=O)CCCn2nncc2CO[C@H]1CN(C)C(=O)Nc1ccccc1F
38 | 3 | Cc1ccc(S(=O)(=O)Nc2cccc3c2O[C@@H](CN(C)C(=O)Nc2ccccc2)[C@H](C)CN([C@H](C)CO)C3=O)cc1
39 | -6 | CN(C)c1ccc2c(c1)[C@@H]1C[C@H](CC(=O)N3CCc4ccccc4C3)O[C@@H](CO)[C@@H]1O2
40 | -3 | C[C@@H]1CN([C@@H](C)CO)C(=O)c2cccc(NS(=O)(=O)c3ccc(F)cc3)c2O[C@H]1CN(C)C(=O)Nc1ccc(C(F)(F)F)cc1
41 | -10 | COc1ccc(CN(C)C[C@@H]2Oc3ccc(NS(=O)(=O)c4ccc(OC)cc4)cc3CC(=O)N([C@H](C)CO)C[C@H]2C)cc1
42 | -1 | C[C@H](CO)N1C[C@H](C)[C@H](CN(C)Cc2ccc(C(=O)Nc3ccccc3N)cc2)Oc2ccc(N(C)C)cc2CC1=O
43 | -4 | CC(=O)n1cc([C@H]2C=C(C(=O)N3CCN(C)CC3)O[C@@H](OCc3ccc(CO)cc3)C2)c2ccccc21
44 | 16 | COc1cccc(C#Cc2ccc3c(c2)O[C@H](CN(C)C)[C@H](C)CN([C@H](C)CO)S3(=O)=O)c1
45 | -5 | COc1ccc(NC(=O)N(C)C[C@@H]2Oc3ccc(NC(=O)Nc4cccc5ccccc45)cc3CC(=O)N([C@H](C)CO)C[C@@H]2C)cc1
46 | 9 | C[C@@H]1CCCCO[C@H](CN(C)Cc2ccc3c(c2)OCO3)[C@@H](C)CN([C@H](C)CO)C(=O)c2cc(NC(=O)Nc3cccc4ccccc34)ccc2O1
47 | 0 | CCC(=O)N(C)C[C@@H]1Oc2cc(C#CC3(O)CCCC3)ccc2S(=O)(=O)N([C@H](C)CO)C[C@H]1C
48 | -5 | COc1ccc(S(=O)(=O)N(C)C[C@@H]2Oc3ccc(NC(=O)NC(C)C)cc3CC(=O)N([C@H](C)CO)C[C@@H]2C)cc1
49 | -10 | Cc1ccccc1-c1ccc2c(c1)O[C@@H](CN(C)C(=O)Nc1ccc(C(F)(F)F)cc1)[C@@H](C)CN([C@@H](C)CO)S2(=O)=O

Compound activity deposited in PubChem by Broad Institute.
